Screening results as filed in PubChem BioAssay.
EP2 mod = EP2 receptor modulators, cAMP readout, primary screen, cell-based, HTRF cAMP, PGE2 stimulation. induction, % at 25 µM. AID 940, 2007. Prostaglandin E2 receptor EP2 subtype (Homo sapiens), P43116. actives 0.83% (n = 260,000). EP2-expressing cells, cAMP HTRF FRET, PGE2 co-stimulation;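 active = compounds whose cAMP rise, as percent of the full-agonist control response, exceeds 60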;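 note: rat C6 glioma line stably carrying human EP2 under a CMV promoter; the protocol text gives 20 µM as final concentration; 100% = response of wells given 1 µM PGE2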
Target sequence (P43116 whole entry, looked up): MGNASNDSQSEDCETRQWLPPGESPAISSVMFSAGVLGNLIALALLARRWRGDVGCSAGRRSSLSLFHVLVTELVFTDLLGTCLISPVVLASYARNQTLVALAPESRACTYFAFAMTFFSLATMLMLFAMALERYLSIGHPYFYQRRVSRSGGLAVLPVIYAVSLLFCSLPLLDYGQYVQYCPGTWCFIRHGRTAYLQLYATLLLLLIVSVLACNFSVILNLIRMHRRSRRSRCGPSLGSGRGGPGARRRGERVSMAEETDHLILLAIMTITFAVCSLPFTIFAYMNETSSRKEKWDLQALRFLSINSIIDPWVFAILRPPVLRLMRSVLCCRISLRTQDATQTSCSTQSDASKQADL
eIF4E-4G inh = eIF4E–eIF4G protein interaction inhibitors, primary screen, biochemical, uHTS, TR-FRET, eIF4GI fragment; Eukaryotic translation initiation factor 4E (Mus musculus) + Eukaryotic translation …; TR-FRET eIF4E-eIF4GI(517-606) binding, 2 h; inhibition, % at 21.7 µM; actives 0.37% (n = 220,000); AID 782, 2007;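 active = inhibition above about 30%, limit read from the data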;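 note: 0% = full FRET control wells and 100% = background wells lacking eIF4GI fragment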
Calpain2 inh = inhibitors of pig calpain II, primary screen, biochemical, fluorogenic peptide substrate, 1536-well | purified calpain II, 30 min | inhibition, % at 16 µM | actives 0.37% (n = 220,000) | AID 1236, 2008;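 active = inhibition above about 50%, limit read from the data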
Hck-Nef inh = inhibitors of Nef-activated human Hck kinase, primary screen, biochemical, Z-Lyte FRET, 384-well, Hck-YEEI | Tyrosine-protein kinase HCK (Homo sapiens), P08631 | Recombinant Hck-YEEI plus Nef, Z-Lyte FRET kinase assay | inhibition, % at 20 µM | actives 0.68% (n = 220,000);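 active = Hck-Nef kinase inhibition above about 50%, limit read from the data; inactive = inhibition below that limit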;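 note: 0% = DMSO with Hck plus Nef and 100% = Hck alone without Nef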
Target sequence (P08631 whole entry, looked up): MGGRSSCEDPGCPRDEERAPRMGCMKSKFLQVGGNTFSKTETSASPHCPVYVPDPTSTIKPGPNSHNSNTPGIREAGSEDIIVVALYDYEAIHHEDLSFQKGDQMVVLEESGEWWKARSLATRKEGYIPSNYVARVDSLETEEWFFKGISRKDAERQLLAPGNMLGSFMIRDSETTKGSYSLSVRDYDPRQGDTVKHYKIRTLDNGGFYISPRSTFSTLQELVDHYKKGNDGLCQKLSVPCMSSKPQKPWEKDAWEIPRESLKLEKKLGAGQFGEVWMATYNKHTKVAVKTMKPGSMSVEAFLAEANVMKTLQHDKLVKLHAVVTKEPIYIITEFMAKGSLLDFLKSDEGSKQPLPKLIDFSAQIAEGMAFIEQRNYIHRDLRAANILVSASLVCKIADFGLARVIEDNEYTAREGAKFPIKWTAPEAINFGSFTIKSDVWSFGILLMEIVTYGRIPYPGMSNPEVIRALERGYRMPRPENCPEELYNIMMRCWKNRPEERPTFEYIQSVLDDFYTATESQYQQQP
zVAD death inh = inhibitors of zVAD-triggered necroptosis, primary screen, L929 cells; viability rescue, % at 10 µM; L929 zVAD necroptosis rescue, ATP luminescence, 24 h; with zVAD 60 µM; actives 0.38% (n = 220,000); AID 1377, 2008;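 active = activation, scaled between plate controls, above about 75%, limit read from the data; inactive = activation under that limit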;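 note: 0% = zVAD with DMSO and 100% = DMSO alone without zVAD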
EP2 antag = human EP2 receptor antagonists, primary screen, TR-FRET cAMP, C6 glioma cells; Prostaglandin E2 receptor EP2 subtype (Homo sapiens), P43116; C6 glioma cells expressing human EP2; cells stimulated with saturating PGE2; inhibition, % at 25 µM; actives 0.52% (n = 260,000); AID 1422, 2008;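 active = percent inhibition above 40 after rounding to a whole number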;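 note: rat C6 glioma host cells with rolipram phosphodiesterase inhibitor present; the protocol text gives 20 µM as final concentration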
14-3-3 Bad PPI = inhibitors of 14-3-3 zeta/Bad binding, primary screen, biochemical, TR-FRET, bovine 14-3-3 zeta. actives 0.71% (n = 220,000). inhibition, % at 21.7 µM. 14-3-3 protein zeta/delta (Bos taurus), P63103. TR-FRET 14-3-3zeta/Dy647-pBad peptide displacement, 1 h;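 active = inhibition above about 70%, limit read from the data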;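 note: 0% = full 14-3-3 plus peptide FRET controls and 100% = background without 14-3-3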
Rad51 HR inh = human RAD51 strand exchange inhibitors, primary screen, biochemical, fluorescence | DNA repair protein RAD51 homolog 1 (Homo sapiens), Q06609 | hRad51 DNA strand exchange, fluorescence dequenching | inhibition, % at 10 µM | actives 0.085% (n = 200,000) | AID 1385, 2008;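 active = inhibition above 40% at the single screening dose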;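 note: 0% = DMSO control wells and 100% = blanks with heterologous ssDNA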
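System: human Rad51 nucleoprotein filaments preassembled on unlabelled ssDNA. Reagent: labelled 47-mer dsDNA for strand exchange. Schedule: 30-min compound preincubation and 15-min exchange, both room temperature. Measured by: FRET fluorescence dequenching, excitation 485 nm, emission 520 nm. Read-out: Fluorescence-based percent inhibition, control- and blank-normalised. Benchmarks: plate controls and plate blanks.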
TbHK1 inh = Trypanosoma brucei hexokinase 1 inhibitors, primary screen, biochemical, G6PDH-coupled NADH absorbance, MLSCN library; hexokinase 1 [Trypanosoma brucei]; recombinant TbHK1, G6PDH-coupled NADH A340; inhibition, % at 10 µM; actives 0.11% (n = 220,000); AID 1430, 2008;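 active = inhibition of 50% or more in the single-dose primary screen; inactive = inhibition below 50%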
* marks the source's active call; other numbers are inactive results; i = inactive; . = not tested or not shown; & = joins results of further samples; [ ] = dose if it differs, or a comment.

SMILES	EP2 mod	eIF4E-4G inh	Calpain2 inh	Hck-Nef inh	zVAD death inh	EP2 antag	14-3-3 Bad PPI	Rad51 HR inh	TbHK1 inh
CC(=O)COC(=O)C1CC(=O)N(c2ccc(C)c(C)c2)C1 (stereo not given)	-27.1&13.4	1.0	-38.7	17.7	2.7	14.6&9.6	-0.2	-0.2	1.7
CCC(C)NC(=O)c1ccccc1NC(=O)CN1C(=O)c2ccccc2S1(=O)=O (stereo not given)	-9.2&-16.2	-3.7	-7.5	-8.1	-0.1	13.6&8.6	0.9	0.9	4.5
Cn1cnnc1Sc1cc(N2CCN(S(=O)(=O)c3ccc4ccccc4c3)CC2)ccc1[N+](=O)[O-]	-6.5	-5.2	-102.8	-0.6	4.7	9.2	3.7	0.5	-14.7
CCOc1cccc(OCCOCCn2cnc3ccccc3c2=O)c1	-4.1	.	8.0	0.0	0.2	12.2	.	-2.8	3.4
CSCCC(NC(N)=O)C(=O)Nc1cccc(S(=O)(=O)N2CCOCC2)c1 (stereo not given)	24.7	-4.0	-5.9	1.0	2.9	-0.3	-12.7	2.1	0.8
CC(C)C[C@@H](CSc1ccc(Br)cc1)N1CCN(CCc2ccccc2)CCC1=O	7.1	-9.3	21.4	27.7	0.1	12.7	4.0	8.0	-2.7
COc1ccc(N2CCN(C(=O)CSc3nnc4c(C)cc5ccccc5n34)CC2)cc1	0.9	1.6	1.7	2.8	2.2	11.5	2.7[fluorescence artefact?]	4.7	-13.4
O=C(NC1CCCCC1)c1cc(F)cc2c1OCOC2	14.6	3.4	-8.2	-0.6	0.5	13.4	-4.4	.	-9.6
COc1ccc(CN2CC(C(=O)NCCN3CCOCC3)CC2=O)cc1 (stereo not given)	3.1	-1.2	-9.0	-1.4	0.4	15.6	-0.1	6.6	-5.0
O=C(O)CSC(C(=O)Nc1ccc(C(F)(F)F)cc1)c1ccccc1 (stereo not given)	-2.4	.	-15.3	0.8	0.5	6.8	.	-4.1	6.6
O=S(=O)(c1cccs1)N1CCN(Cc2nc3ccccc3s2)CC1	-23.3	2.4	13.2	0.1	0.2	4.1	-0.5	-5.3	1.4
Cc1occc1C(=O)NC(C)C12CC3CC(CC(C3)C1)C2 (stereo not given)	13.7	1.9	-1.3	16.0	66.0	3.5	-5.2	10.2	4.8
N#Cc1cc(Oc2ccc(Cl)cc2)c(N2CCOCC2)cc1C#N	29.8	5.0	-9.0	1.4	-0.2	10.6	11.8[fluorescence artefact?]	-1.3	-4.8
CC1(C)CC(=O)C(N=Nc2c(Cl)cc(Cl)cc2Cl)=C(O)C1	8.8	1.1	10.7	5.1	0.3	8.9	-0.1	-1.7	-20.6
O=C(NCCO)c1ccc2c3n(nc2c1)-c1ccc(Cl)cc1CO3	8.6	-0.7	-12.1	17.9	-0.3	8.1	2.2	-1.2	-18.0
COc1ccc(C(C)=O)cc1CN1C(=O)NC2(CCCCC2C)C1=O (stereo not given)	-5.8	-10.3	11.3	1.8	0.6	10.8	3.8[fluorescence artefact?]	.	3.1
Cc1ccc(N2CC(C(=O)NCCC(C)C)CC2=O)cc1 (stereo not given)	9.2	0.5	-9.9	6.4	0.7	7.4	-3.0	13.2	3.0
CN1CCN(c2nc(C#N)cc(-c3ccccc3)n2)CC1	5.9	-0.1	-78.4	-5.1	0.0	8.2	1.7[fluorescence artefact?]	6.6	-7.3
COc1ccc(OC)c(C(=O)CC2OC(=O)c3ccccc32)c1 (stereo not given)	16.0	-0.7	-56.1	-1.2	-1.3	10.1	-4.7	1.3	-18.2
Cc1ccc(C(=O)Oc2ccccc2N2C(=O)C3CCCCC3C2=O)cc1 (stereo not given)	-3.0	3.1[fluorescence artefact?]	-31.4	0.2	0.9	.	6.2[fluorescence artefact?]	.	-4.6
COc1ccc(S(=O)(=O)Nc2ccccc2OC)cc1NC(=O)c1cc2ccccc2oc1=O	2.9	0.5	-52.6	2.0	-0.8	6.8	9.6[fluorescence artefact?]	3.9	-5.4
COc1cccc(CNC(=O)CC2Sc3ccccc3NC2=O)c1 (stereo not given)	-63.5	1.5	-4.5	18.0	0.0	6.7	-5.3	-5.2	-0.7
COc1cc(CSc2nnnn2-c2ccc(C)cc2)cc(OC)c1OC	-52.2	2.9	-0.2	-0.6	0.0	-4.1	11.5	4.3	2.3
O=C(O)/C(=C\c1ccco1)NC(=O)c1cccc2ccccc12	21.6	0.2	8.3	0.0	-0.1	4.8	0.8	-5.6	-3.1
CCOC(=O)C1=C(c2ccccc2)Nc2ncnn2C1c1ccc(O)cc1 (stereo not given)	-31.7	1.1	2.1	5.5	-0.1	10.4	-2.7	-3.4	-3.3
CC1(C)Cc2c(sc3ncn4c(=S)[nH]nc4c23)CO1	-33.7	3.0	32.8	10.8	4.8	4.1	-10.2	3.1	-3.2
CCCCn1c(=O)[nH]c(=O)c2c1nc(-c1ccc(-c3ccc(F)cc3)o1)n2C	8.7	6.3	-73.1	31.7	0.5	6.3	31.2	12.7	-63.5
Nc1c(C(=O)c2ccc(Cl)cc2)sc2nsc(SCCN3CCOCC3)c12	-19.4	4.9	5.6	-19.7	2.6	7.7	3.1	i	-11.3
CCSc1nc2ccccc2n1C(=O)/C=C\c1ccc(OC)c(OC)c1	32.8	-3.0	-8.2	2.7	-0.4	12.1	4.2	-14.3	-9.4
Cn1cccc1Cc1nnc(SCC(=O)N2CCc3ccccc32)n1-c1ccc(F)cc1	33.0	-0.9	7.1	-0.8	1.3	2.1	-1.6[fluorescence artefact?]	-6.7	6.0
c1ccc(-c2nc3ccccc3s2)nc1	-10.3&-30.2	-1.3&-1.8	-13.0&-15.3	3.1&19.8	0.2&0.3	9.5&11.0	3.8&-0.2	2.2&3.0	-4.7&-4.4
O=C(CCc1nnc(-c2ccc3c(c2)OCO3)o1)N(Cc1ccncc1)CC1CCCO1 (stereo not given)	8.9	-1.5	-0.4	18.3	-0.1	2.9	-4.2	6.2	-4.1
Cc1ccc(NC(=O)c2c(C)nn(-c3ccccc3)c2Cl)c(C)c1	5.4	-5.3[fluorescence artefact?]	12.3	1.5	0.2	9.2	11.7[fluorescence artefact?]	8.2	2.1
O=C(Nc1ccncc1)C1CCC(CNS(=O)(=O)c2cccc3nsnc23)CC1 (stereo not given)	-9.9	8.1	15.1	4.2	0.7	6.3	5.5	-30.2	-19.6
CCN(CC)c1ccc2cc(/C(N)=N/NC(=O)c3cccs3)c(=O)oc2c1	-12.6	0.4	0.5	15.4	0.8	7.4	22.1	-367.6	5.4
CCC(=O)N1CCc2cc(S(=O)(=O)NC(Cc3ccccc3)C(=O)NC3CCCC3)ccc21 (stereo not given)	-17.2	-3.1	6.3	1.8	-0.1	10.6	10.2	-27.1	-7.7
Cc1cc(C(F)(F)F)nn1CC(=O)NNC(=S)Nc1ccc(Cl)cc1	1.5	1.5	18.4	1.0	-0.2	196.1*	-2.9	.	5.6
O=C(O)c1ccc(S(=O)(=O)c2ccc(Sc3ccc(C(=O)O)c(C(=O)O)c3)cc2)cc1	32.4	4.4	-11.9	19.5	0.7	3.1	11.7	-87.0	-1.3
Clc1cccc(OCCn2cncn2)c1Cl	7.5	-0.6	14.1	10.9	-0.3	19.9	62.1	-3.9	0.8
CCN(CC)CCCn1c(=S)[nH]c2ccccc2c1=O	24.1	-0.3	-17.2	1.5	0.4	10.7	-20.7	-9.3	0.5
CCCCCn1c(C(Cc2ccccc2)NC(=O)COC)nc2ccccc21 (stereo not given)	42.8	0.0	-10.6	4.2	-0.1	9.4	-4.3	2.6	-10.3
CCCC(=O)Nc1nnc(-c2ccc3c(c2)OCCO3)o1	-5.2	0.1	19.7	12.5	-0.4	2.6	1.1	6.6	9.2
COc1ccc(CSCC(=O)NCCC(C)C)cc1	-15.6	-0.7	-16.4	3.8	-0.5	5.1	-4.2	.	-11.1
CS(=O)(=O)N1CCN(c2ccc([N+](=O)[O-])c(SCc3ccco3)c2)CC1	2.2	-6.3	-18.2	1.2	-1.1	7.0	-15.8	-3.0	-1.5
COc1ccc(-c2nc(NC(=O)c3ccc(OCC(=O)N4CCOCC4)c(OC)c3)sc2C)cc1	-29.6	9.1[fluorescence artefact?]	-88.0	3.2	0.2	14.0	10.0	0.6	0.9
Cc1cc(C)c2nc(N3CCC(C(=O)N4CCCC4)CC3)sc2c1	17.4	5.9	-4.5	1.1	0.2	2.3	3.5[fluorescence artefact?]	-6.6	-3.8
OC[C@H]1O[C@@H](Oc2cc(O)cc(/C=C/c3ccc(O)cc3)c2)[C@H](O)[C@@H](O)[C@@H]1O	.	6.3	-21.4	.	.	18.7	8.7	-0.8	.
Cn1c(CSCc2ccc(Cl)cc2)n[nH]c1=S	7.8	2.8	-26.9	0.4	0.3	14.8	-5.6	0.9	-0.2
COc1cc(/C(C)=N/Nc2ccc(C(=O)O)cc2)cc(OC)c1OC	0.2	7.4	7.7	3.1	1.1	3.4	-19.9	3.9	-14.8
CC1=C(C(=O)NCCCOC(C)C)C2(CCC(C)CC2)OC1=O (stereo not given)	17.1	3.7[fluorescence artefact?]	-11.3	1.3	2.3	10.8	-3.4	4.1	2.6
CCc1nnc(NC(=O)CSc2nnnn2-c2cccc(C(C)=O)c2)s1	8.4&4.2	-3.3	-17.0	17.1	2.0	14.6&7.6	7.7	-7.8	6.0
O=S(=O)(c1ccccc1)c1nc(-c2ccccc2)oc1N1CCCCC1	50.4	1.8	17.0	-1.8	0.7	5.9	-11.1	-1.5	4.1
O=C(COc1ccccc1-c1ccccc1)N/N=C/c1cccc2ccccc12	-2.7	2.9[fluorescence artefact?]	-20.9	-1.0	0.0	13.0	-7.0	1.4	-6.3
Clc1ccc2nc(CSc3ccccc3)cn2c1	-65.0	0.0	37.9	12.5	-1.1	3.7	9.6	-14.1	3.3

Filtered by structure: those above with an NH in an aromatic ring.
SMILES	EP2 mod	eIF4E-4G inh	Calpain2 inh	Hck-Nef inh	zVAD death inh	EP2 antag	14-3-3 Bad PPI	Rad51 HR inh	TbHK1 inh
CC1(C)Cc2c(sc3ncn4c(=S)[nH]nc4c23)CO1	-33.7	3.0	32.8	10.8	4.8	4.1	-10.2	3.1	-3.2
CCCCn1c(=O)[nH]c(=O)c2c1nc(-c1ccc(-c3ccc(F)cc3)o1)n2C	8.7	6.3	-73.1	31.7	0.5	6.3	31.2	12.7	-63.5
CCN(CC)CCCn1c(=S)[nH]c2ccccc2c1=O	24.1	-0.3	-17.2	1.5	0.4	10.7	-20.7	-9.3	0.5
Cn1c(CSCc2ccc(Cl)cc2)n[nH]c1=S	7.8	2.8	-26.9	0.4	0.3	14.8	-5.6	0.9	-0.2

The list is partial. The share of hits here may be higher or lower than overall.
